# LYP inhibition = PTPN22 lymphoid phosphatase activity blockers – biochemical, fluorescence intensity, uHTS (AID 1779); recombinant LYP phosphatase, fluorescence intensity; higher % means a stronger effect; inhibition, % at 11.5 µM; hits with a dose series show IC50 in µM; 290,000 tested, 0.054% active;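 note: plate controls were vehicle with enzyme for no effect and no enzyme for full effect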
# CSM14.1 death rescue = rescue of cells from ER stress-induced death, primary screen, 384-well, CSM14.1, thapsigargin, ATP luminescence (AID 1222). 190,000 tested, under 10 active. CSM14.1 thapsigargin-induced death rescue, ATP luminescence; higher % means a stronger effect. one-dose cellular ATP content (survival), % at 20 µM; EC50 in µM for titrated hits;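 active = EC50 below 50 µM in the dose-response confirmation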;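 note: death triggered by thapsigargin at about 15 µM added after 2 h compound pretreatment; cell ATP read after overnight thapsigargin exposure of roughly 18 to 22 hours; normalized against plate controls of thapsigargin alone and 5% DMSO vehicle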
# M1AAP inhibition = P. falciparum M1AAP inhibitors, biochemical, fluorogenic H-Leu-NHMec substrate, 1536-well (AID 1445); recombinant M1AAP, H-Leu-NHMec fluorogenic kinetic assay; higher % means a stronger effect; one-dose inhibition, % at 30 µM; IC50 in µM for titrated hits; 220,000 tested, 0.42% active;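 active = primary inhibition above the hit cutoff, then over 50% inhibition at one or more dose response concentrations, cut at about 23% in these data, passing the limit was not always enough; inconclusive = conflicting primary data, or primary hits not chosen for dose response; inactive = low primary inhibition, or under 50% at every dose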;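 note: plate controls were DMSO full reaction for no effect and no enzyme background for full effect; strong numbers were not always called active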
# AID2073 = disruptors of CaV2.2 binding to Mint1 – biochemical, HTRF (AID 2073). HTRF protein-protein interaction, Mint1-CaV2.2; higher % means a stronger effect. inhibition, % at 20 µM, or IC50 in µM where a hit was titrated. 290,000 tested, 0.19% active; in the data active = inhibition mostly above about 51%, no sharp cut-off; inconclusive = no clear call, values can overlap the other calls; inactive = mostly below about 53%; note: some results filed as inactive read as strong as hits
# XIAP antagonists = XIAP antagonists, biochemical, IAP family, fluorescence polarization (AID 1018); XIAP BIR domain, fluorescence polarization peptide displacement; higher % means a stronger effect; 200,000 tested, 0.007% active; one-dose displacement, % at 20 µM; IC50 in µM for titrated hits; in the data active = displacement above about 50%; note: a part of the inactive calls stands beside numbers as strong as those of hits
# NOD2 inhibition = NOD2 signaling inhibitors, cell-based, luminescence, uHTS, HEK293 (AID 1566). HEK293 NOD2/NF-kB luciferase reporter, luminescence; higher % means a stronger effect. inhibition, % at 4 µM, or EC50 in µM where a hit was titrated. 290,000 tested, 0.63% active; note: many of its hits are not listed in these tables
# SIAH1 antagonists = Siah-1 peptide-binding antagonists, primary screen, biochemical, fluorescence polarization, rhodamine-plectin, uHTS (AID 1817). 290,000 tested, 0.02% active. Siah-1 / rhodamine-plectin peptide fluorescence polarization; higher % means a stronger effect. one-dose displacement, % at 20 µM; IC50 in µM for titrated hits;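 active = displacement of at least 50% at 20 µM, with a fluorescence ratio check between 0.3 and a set limit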;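 note: plate controls were Siah plus tracer with DMSO for no effect and tracer alone without Siah for full effect; strong numbers were not always called active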
# M17LAP inhibition = P. falciparum M17LAP inhibitors, primary screen, biochemical, fluorogenic H-Leu-NHMec substrate, 1536-well (AID 1619); 220,000 tested, 0.38% active; recombinant M17LAP, H-Leu-NHMec fluorogenic kinetic assay; higher % means a stronger effect; one-dose inhibition, % at 30 µM; IC50 in µM for titrated hits;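 active = compound inhibiting the enzyme by more than half at any dose during confirmatory dose-response retesting; inconclusive = strong single-dose inhibitors picked by rank but not retested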;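 note: plate controls were full reaction with DMSO carrier for no effect and no enzyme background for full effect; strong numbers were not always called active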
# Lipid droplet = hepatic lipid droplet formation modulation; AML12 mouse hepatocytes, oleate lipid droplets, BODIPY imaging; 240,000 tested, 0.4% active; inhibition, % at 6.5 µM;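 active = lipid droplet intensity inhibited by at least 50%, with more than 500 cells counted; inconclusive = wells with under 300 cells, treated as cytotoxic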
#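 Assay system: AML12 hepatocytes (mouse) / Also added: 100 µM oleic acid challenge / Times: overnight treatment with compound plus oleate / Detection: high-content imaging of BODIPY-stained droplets and DAPI nuclei / Evaluation: % inhibition of lipid droplet signal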
# Lipid droplet cells 6.5 µM = also measured in Lipid droplet; calls as there; cell count; measured here: cell count, cytotoxicity flag;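 cells counted across two imaged fields per well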
# * = called active by the depositor; ? = inconclusive; . = no result given. Cut-off read from the data, not from the text of the source, unless noted: active = inhibition above about 50%; inactive = the rest. Only part of the results is shown; count on the stated rates, not on these rows.
canonical_smiles	XIAP antagonists	CSM14.1 death rescue	LYP inhibition	Lipid droplet cells 6.5 µM	M1AAP inhibition	AID2073	NOD2 inhibition	SIAH1 antagonists	M17LAP inhibition	Lipid droplet
CCn1c(COc2ccccc2)nnc1SCC(=O)NC1CC1	.	.	-10%	829	.	8%	13%	12%	.	12
COC(=O)CCN(C(=O)c1ccc([N+](=O)[O-])cc1)c1ccccn1	.	.	-7%	650	0%	18%	2%	-3%	12%	-1
O=c1[nH]c(CSc2ccccn2)nc2c1cnn2-c1ccccc1	-0.7%	-0.4%	6%	687	1%	4%	-12%	4%	7%	-5
CCN(C1CCCCC1)S(=O)(=O)c1cn(C)c(=O)n(C)c1=O	-5.7%	-3.7%	-6%	677	1%	-7%	10%	-2%	10%	-20
CC(C)C(=O)Nc1ccc(Sc2ccc(F)cc2)cc1	-6.0%	0.6%	-5%	.	-3%	1%	-14%	0%	2%	.
CCCCCCCn1c(=N)n(CC(O)c2ccco2)c2ccccc21 (stereo unspecified)	-4.1%	-3.9%	-7%	694	.	-1%	19%	-4%	.	-21
CCc1c(C)nc2ccc(Br)cc2c1Cl	-2.6%	2.1%	-5%	.	5%	23%	5%	-3%	-7%	.
Cc1ccc(-n2nc(C(=O)O)cc2-c2ccccc2Cl)cc1	.	.	-3%	.	.	30%	-4%	4%	.	.
Cc1ccc(NC(=O)c2cc3nc(C)cc(C)n3n2)cc1	-2.5%	-2.5%	-8%	760	1%	6%	-112%	-4%	16%	13
O=C(Nc1ccc(S(=O)(=O)Nc2ccccn2)cc1)c1ccc(Cl)cc1Cl	.	.	-4%	808	.	6%	24%	3%	.	-4
CCOC(=O)c1[nH]c2ccccc2c1NC(=S)Nc1cccc(C)c1	-3.8%	-2.0%	-1%	655	0%	-8%	14%	13%	-4%	-1
CSc1ccc(C(=O)C2CCCN(C(=O)CCCn3cncn3)C2)cc1 (stereo unspecified)	-2.0%	-0.9%	-6%	667	10%	10%	5%	-4%	4%	-2
CCCCC(OC(=O)CN1C(=O)COc2ccccc21)C(=O)NC1CCCCC1 (stereo unspecified)	.	.	-5%	823	.	8%	3%	13%	.	-30
COc1ccc(-n2nc(C(=O)NCC(=O)N3CCCCCC3)c3ccccc3c2=O)c(OC)c1	.	.	-11%	711	.	14%	-3%	9%	.	-12
COc1ccccc1NC(=S)NNC(=O)c1cc(C)nn1C	-2.4%	0.8%	-15%	739	-3%	-8%	6%	-1%	3%	-6
O=C(NCc1nc2ccccc2[nH]1)c1cc2ccccc2oc1=O	-1.4%	-1.7%	-1%	.	15%	5%	-4%	0%	18%	.
O=C(Cn1nnc(-c2ccccc2-n2cnnn2)n1)N1CCCCC1	-4.8%	-1.5%	-11%	.	-1%	42%	3%	2%	7%	.
COC(=O)c1ccc(NC(=O)c2ccc(C)cc2)o1	-3.8%	-1.0%	1%	.	2%	29%	-14%	-3%	-6%	.
CCCCc1nc2cc(C(=O)NCc3cc(C)n(C)n3)ccc2o1	.	.	-10%	778	.	1%	-3%	3%	.	20
O=C(NC(=S)Nc1cccc2ncccc12)c1ccco1	-6.2%	0.9%	-10%	661	4%	-4%	1%	4%	3%	9
O=C1CC(C(=O)Nc2cccc(F)c2)n2ncnc2N1 (stereo unspecified)	-2.2%	0.2%	-6%	638	0%	4%	6%	-3%	32%	-16
Cn1c(SCC(=O)Nc2cccc(S(=O)(=O)NC3=NCCCCC3)c2)nnc1-c1ccccc1	-0.7%	0.3%	-3%	724	2%	3%	16%	4%	3%	16
CCOC(=O)C1=C(C)N(C)C(=O)NC1c1cccc(O)c1 (stereo unspecified)	-2.4%	.	-1%	683	-1%	-2%	-1%	4%	2%	-10
C[n+]1ccc(C(=O)N/N=C/c2ccco2)cc1	-6.5%	-2.9%	2%	679	7%	2%	11%	-2%	12%	12
COCCNC(=O)c1ccc(Cl)c(S(=O)(=O)Nc2cccc(C)c2C)c1	.	.	-5%	843	.	17%	-5%	-1%	.	-2
COc1cc(CNCc2ccc(OC)cc2OC)cc(OC)c1	.	.	-9%	831	.	6%	31%	1%	.	-1
O=c1c2ccccc2nc2n1CCCN2	-6.0%	-1.9%	-5%	746	3%	2%	2%	1%	-99%	-3
C=CCn1c(CCNC(=O)C(C)(C)C)nc2ccccc21	-3.7%	.	-1%	715	0%	-2%	-4%	2%	-6%	-17
COc1ccc(C(=O)/C=C/C(=O)N(Cc2ccc(F)cc2)C(C(=O)NC2CCCCC2)c2ccncc2)c(O)c1 (stereo unspecified)	-4.1%	0.0%	4%	664	-2%	4%	22%	-1%	9%	-13
CCOc1ccc(CN(C)CC(=O)NCc2ccc(F)cc2)cc1	.	.	1%	830	.	1%	-3%	5%	.	-29
COC(=O)c1[nH]nc2c1C(=O)N(Cc1ccccc1)C2=O	-0.2%	-0.6%	-4%	.	0%	8%	-9%	4%	-48%	.
C=CCN1C(=O)C(Cc2ccccc2)SC1=Nc1ccc(C(=O)O)cc1 (stereo unspecified)	-9.4%	-1.1%	1%	469	-8%	2%	13%	2%	10%	-9
COc1ccc(Br)cc1-c1noc(-c2ccccc2F)n1	-4.3%	-3.6%	-6%	724	2%	24%	-2%	1%	6%	2
O=C(Cn1c(=O)[nH]c2ccccc2c1=O)N1CCN(c2cccc(Cl)c2)CC1	-2.0%	0.3%	3%	712	-2%	11%	2%	-1%	15%	6
Cc1c(C(=O)OC(C)C)sc(NC(=O)c2cccnc2)c1C#N	-5.2%	-2.8%	2%	.	6%	-10%	-15%	1%	-6%	.
Cc1ccc(-c2nc(N3CCN(C)CC3)c3ccccc3n2)cc1	.	.	-6%	762	.	10%	-4%	0%	.	7
O=C1COc2ccc(S(=O)(=O)N3CCc4ccccc43)cc2N1	.	.	-6%	724	-3%	14%	4%	4%	-5%	-9
COc1cccc(Oc2cc(NN3CCCCC3)c([N+](=O)[O-])cc2[N+](=O)[O-])c1OC	.	.	-6%	829	.	10%	-4%	-1%	.	13
Cc1nn(C(C)(C)C)c(NC(=O)c2ccc(Cl)cc2Cl)c1Br	.	.	-7%	626	3%	18%	1%	2%	-6%	-1
O=C(Cn1cc(C(F)(F)F)ccc1=O)Nc1cc(S(=O)(=O)N2CCOCC2)ccc1Cl	-1.6%	5.7%	3%	601	6%	22%	9%	1%	14%	0
Cc1cnc(C(=O)Nc2ccc(C)c(S(=O)(=O)N(C)C)c2)cn1	-6.9%	-1.5%	-11%	561	0%	15%	9%	0%	3%	-13
Cc1cc[n+](C2=C([O-])c3ccccc3C(=O)/C2=N\S(=O)(=O)c2cccs2)cc1C	-11%	-2.0%	-9%	702	4%	9%	15%	-3%	6%	-14
CCN(CC)c1nc(-c2ccc(Cl)cc2)cc(C(F)(F)F)c1C#N	0.1%	-1.5%	0%	.	4%	13%	0%	0%	2%	.
O=C(CSc1nc(-c2ccco2)cc(C(F)(F)F)n1)Nc1ccc2c(c1)OCO2	-4.2%	0.1%	4%	683	0%	5%	7%	13%	-2%	6
Cc1ccc(CNC(=O)c2cncc(Br)c2)cc1	-1.3%	-0.5%	-3%	661	1%	-3%	14%	6%	10%	-19
Cc1ccc(NCc2nnc(SCC(=O)OC3CCCCC3)o2)c(C)c1	-2.8%	-1.6%	3%	.	-4%	14%	-14%	-1%	9%	.
CCCCc1nc2sc3c(=O)n(N)cnc3c2c2c1CCC2	-1.9%	-1.2%	-6%	726	-5%	25%	7%	4%	-4%	5
O=C(C1CCCCC1)N1CCN(c2ccccc2F)CC1	-11%	-0.8%	3%	771	3%	7%	-17%	3%	-2%	-2
NS(=O)(=O)c1ccc(NC(=O)CSC2=NC(=O)C(c3ccccc3)C(=O)N2)cc1 (stereo unspecified)	-0.7%	-2.1%	-8%	.	10%	?	-9%	4%	-2%	.
COc1ccc2c(c1)c(-c1csc(N)n1)c(C)n2C	.	.	7%	778	.	-8%	5%	-3%	.	2
C=C1C(=O)O[C@H]2C1CC[C@@](C)(O)C13C=CC(C)(C21)C1(C3)C(=O)O[C@@H]2C3C(C)=CCC3[C@](C)(O)C[C@H](OC(C)=O)C21 (stereo partly specified)	-5.5%	-1.6%	-6%	557	-2%	-8%	-8%	-2%	-7%	-18
O=C(O)C1CCCCC1C(=O)N1CC=C(c2ccccc2)CC1 (stereo unspecified)	-5.6%	-2.4%	-4%	737	-2%	3%	5%	2%	9%	24
Cc1ccc2[nH]c(=O)c(CN(Cc3ccco3)C(=O)CN3CCCC(C)C3)cc2c1 (stereo unspecified)	-2.4%	0.9%	-6%	707	3%	-4%	10%	0%	8%	-10
CC(C)Nc1ccc(C(CC(N)=O)NC(=O)c2ccc(Br)cc2)cc1[N+](=O)[O-] (stereo unspecified)	.	.	-3%	676	5%	-10%	-55%	9%	-9%	8
O=C(Nc1ccc(S(=O)(=O)N2CCOCC2)cc1)c1ccc(Cl)cc1Cl	.	.	-3%	839	.	13%	-3%	1%	.	1
COc1cc(CCC(=O)OCC(=O)Nc2ncc(Cl)cc2Cl)cc(OC)c1OC	-4.3%	-3.4%	-3%	.	1%	13%	11%	0%	-1%	.
O=C(CCCn1c(SCC(=O)Nc2ccccc2C(F)(F)F)nc2ccccc2c1=O)NCC1CCCO1 (stereo unspecified)	.	.	-8%	755	.	4%	17%	-4%	.	22
O=C(O)CNC(=S)N(Cc1ccccc1Cl)C1CCCCC1	-6.1%	-3.8%	-2%	704	-3%	-3%	1%	-6%	-1%	2
Cc1ccc(Nc2nc(C)cs2)cc1	-1.4%	-2.7%	-5%	709	1%	-15%	-183%	-4%	0%	13
Cn1cc(C(=O)Nc2ccccn2)c(=O)c2ccccc21	.	.	-4%	750	.	6%	-11%	2%	.	4

# 3 compounds already listed, arranged by the number in SIAH1 antagonists, high to low.
Compound	XIAP antagonists	LYP inhibition	M1AAP inhibition	AID2073	NOD2 inhibition	SIAH1 antagonists	M17LAP inhibition
O=C(Nc1ccc(S(=O)(=O)Nc2ccccn2)cc1)c1ccc(Cl)cc1Cl	.	-4%	.	6%	24%	3%	.
C=CCn1c(CCNC(=O)C(C)(C)C)nc2ccccc21	-3.7%	-1%	0%	-2%	-4%	2%	-6%
COC(=O)CCN(C(=O)c1ccc([N+](=O)[O-])cc1)c1ccccn1	.	-7%	0%	18%	2%	-3%	12%

# Screening data as filed in PubChem BioAssay.
